High-throughput results (PubChem)
phage Ecoli inh: growth loss of phage-infected E. coli, primary screen, RecBCD inhibitor project, absorbance, with phage, HTS; inhibition, % at 11.9 µM; 0.26% of 360,000 active; in the data active = inhibition above about 11%
PfHsp90 set2: growth inhibition of PfHsp90-expressing yeast, primary screen, antimalarial PfHsp90 inhibitor project, S. cerevisiae, BacTiter-Glo luminescence, single point, set 2. BacTiter-Glo ATP, 48 h; yeast lacking PDR1 and PDR3 efflux regulators. inhibition, % at 9.4 µM. 0.32% of 310,000 active. AID 504621, 2011;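 active = every replicate shows inhibition above about 80%, whatever the replicate mean, limit read from the data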;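 note: 0% = DMSO neutral controls and 100% = 20 µM radicicol positive controls; yeast relying on Plasmodium falciparum Hsp90 in place of its own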
Starred values were filed as active, the others as inactive; . = no result given. Some of the compounds tested (hit frequency here may not be typical).

SMILES	phage Ecoli inh	PfHsp90 set2
O=C1NC(=O)C(=Cc2ccccc2OCCOc2ccc([N+](=O)[O-])cc2)C(=O)N1	.	8
CCOC(=O)[C@]12Cc3cc(C)ccc3[C@H]1N(C1CCCCC1)C(=O)c1cc(OC)ccc12	3.8	.
CC(C)(C)C(=O)N1Cc2cc(-c3ccccc3)ccc2-n2nncc2C1	1.2	.
O=C(NCCN1CCC2(CC1)C(=O)NCN2c1ccccc1)c1ccc(F)c(F)c1	0.2	.
COc1ccc2c(c1)[C@@]13CCCCC1[C@@H](C2)NCC3 (stereo partly specified)	3.9	.
O=C(O)c1cc(S(=O)(=O)N2CC3CC(C2)c2cccc(=O)n2C3)ccc1F (stereo unspecified)	1.1	.
O=C(NCCN1CCC2(CC1)C(=O)NCN2c1ccccc1)c1ccccc1C(F)(F)F	0.9	.
CSCCC(c1nnnn1-c1c(C)cccc1C)N1CCC2(CC1)C(=O)NCN2c1ccccc1 (stereo unspecified)	2.9	.
C/C=C1\NC(=O)[C@H](C)NC(=O)[C@@H](NC(=O)[C@H](Cc2ccc(O)cc2)NC(=O)[C@@H](NC(=O)/C(C)=C/C)C(C)C)[C@@H](C)OC(=O)[C@H](CCCc2ccc(O)cc2)NC(=O)[C@@H](CCC(=O)O)NC1=O	1.5	.
Cc1cc(N2CCNC[C@H]2C)ccc1N1CC[C@H](O)C1	1.4	.
COc1ccc(C(c2nnnn2Cc2ccccc2)N2CCC(n3c(=O)[nH]c4ccccc43)CC2)cc1 (stereo unspecified)	-0.4	.
OCC1OC(n2cnc3cc(Cl)c(Cl)cc32)C(O)C1O (stereo unspecified)	3.8	.
Brc1ccc2c(c1)CNCc1cnnn1-2	2.2	.
CC(C)(C)C(=O)N1Cc2cc(N3CCOCC3)ccc2-n2nncc2C1	2.7	.
CCOC(=O)CNC(=O)N1Cc2ccc(Br)cc2-n2nncc2C1	1.7	.
CCOC(=O)[C@]12Cc3ccccc3[C@H]1N(CCC(=O)OC)C(=O)c1cc(OC)ccc12	1.6	.
Cc1cccc(C)c1-n1nnnc1C(c1cc2ccccc2o1)N1CCC(n2c(=O)[nH]c3ccccc32)CC1 (stereo unspecified)	2.3	.
O=C1NCN(c2ccccc2)C12CCN(C(c1nnnn1Cc1ccccc1)C1CC1)CC2 (stereo unspecified)	4.2	.
COC(=O)C1C(c2ccc(I)cc2)CC2CCC1N2C (stereo unspecified)	1.9	.
CC(C)CN1Cc2cc(-c3cccc(F)c3)ccc2-n2nncc2C1	0.5	.
O=S(=O)(c1cc(Cl)cc(Cl)c1)N1Cc2cc(-c3ccccc3)ccc2-n2nncc2C1	3.0	.
COP(=O)(OC)OC=C(Cl)Cl	1.1	.
COc1nc2ccccc2nc1N1CC1	0.6	.
Cc1nc(-c2cccc(CN(C)C(=O)Oc3ccc([N+](=O)[O-])cc3)c2)no1	-0.9	.
Cc1ccc2nc(-c3ccc(CN4CCC(n5c(=O)[nH]c6cc(Cl)ccc65)CC4)cc3)c(-c3ccccc3)nc2c1	-0.2	.
COc1ccc2nc(-c3ccc(CN4CCC(n5c(=O)[nH]c6ccccc65)CC4)cc3)c(-c3ccccc3)nc2c1	3.2	.
S=C(NCCc1ccccc1)N1Cc2cc(-c3ccccc3)ccc2-n2nncc2C1	0.9	.
Cc1ccc(OC(=O)N(C)C[C@H]2OCc3cnnn3CCCC(=O)N([C@H](C)CO)C[C@H]2C)cc1	0.2	.
Cc1ccccc1-c1ccc2c(c1)C1c3c(-c4ccccc4)nnn3-c3ccccc3C(=O)N1CC2 (stereo unspecified)	3.8	.
O=C(CCc1ccccc1)N1Cc2cc(-c3cccc(F)c3)ccc2-n2nncc2C1	3.0	.

By substructure, the compounds so far with a Cl atom (4)
SMILES	phage Ecoli inh	PfHsp90 set2
OCC1OC(n2cnc3cc(Cl)c(Cl)cc32)C(O)C1O (stereo unspecified)	3.8	.
O=S(=O)(c1cc(Cl)cc(Cl)c1)N1Cc2cc(-c3ccccc3)ccc2-n2nncc2C1	3.0	.
COP(=O)(OC)OC=C(Cl)Cl	1.1	.
Cc1ccc2nc(-c3ccc(CN4CCC(n5c(=O)[nH]c6cc(Cl)ccc65)CC4)cc3)c(-c3ccccc3)nc2c1	-0.2	.

The results go on.
SMILES	phage Ecoli inh	PfHsp90 set2
O=C1NCN(c2ccccc2)C12CCN(C(CCc1ccccc1)c1nnnn1C1CCCCC1)CC2 (stereo unspecified)	2.6	.
CCOC(=O)C1=C(C(=O)OCC)C2(c3ccccc3)c3ccccc3C1(C)N2C (stereo unspecified)	1.7	.
CCC(c1nnnn1C(C)(C)C)N1CCC2(CC1)C(=O)NCN2c1ccccc1 (stereo unspecified)	1.2	.
O=C1NCN(c2ccccc2)C12CCN(C(c1ccccc1OC(F)(F)F)c1nnnn1Cc1ccccc1)CC2 (stereo unspecified)	2.0	.
O=c1[nH]c2ccccc2n1C1CCN(C(c2ccccc2OC(F)(F)F)c2nnnn2Cc2ccccc2)CC1 (stereo unspecified)	5.1	.
O=C1c2ccccc2-n2nnc(-c3ccccc3)c2C2c3ccccc3CCN12 (stereo unspecified)	-1.6	.
COc1c(OP2(=S)OCC(C)(C)CO2)cnn(C2CCCCC2)c1=O	1.9	.
COc1ccc(C(=O)OCC2CN2c2cccc([N+](=O)[O-])c2)cc1 (stereo unspecified)	-0.1	.
CCOC(=O)[C@]12Cc3ccccc3[C@H]1N(CCC(=O)OC)C(=O)c1ccccc12	3.7	.
Cc1cc(N2CCNC[C@@H]2C)ccc1N1CCN[C@H](C)C1	3.4	.
CCC(c1nnnn1-c1ccc(OC)cc1)N1CCC(n2c(=O)[nH]c3ccccc32)CC1 (stereo unspecified)	-0.3	.
O=C1NCN(c2ccccc2)C12CCN(C(c1ccnc3ccccc13)c1nnnn1-c1ccc3c(c1)OCCO3)CC2 (stereo unspecified)	0.9	.
CCOC(=O)[C@]12Cc3ccccc3[C@H]1N(Cc1ccccc1)C(=O)c1cc(F)c(F)cc12	2.3	.
CC(C)CN1Cc2cc(-c3ccccc3)ccc2-n2nncc2C1	2.8	.
O=c1[nH]c2ccccc2n1C1CCN(C(c2ccnc3ccccc23)c2nnnn2-c2ccc3c(c2)OCCO3)CC1 (stereo unspecified)	2.5	.
CSCCC(c1nnnn1-c1ccc2c(c1)OCCO2)N1CCC(n2c(=O)[nH]c3ccccc32)CC1 (stereo unspecified)	2.7	.
CCOC(=O)[C@]12Cc3c(cc(OC)c(OC)c3OC)[C@H]1N(C)C(=O)c1ccccc12	-1.0	.
ClCCN(CCCl)c1ccc(C=Cc2ccncn2)cc1	1.2	.
O=C1NCN(c2ccccc2)C12CCN(C(c1cc3ccccc3o1)c1nnnn1C1CCCC1)CC2 (stereo unspecified)	2.0	.
O=S(=O)(c1ccc2ccccc2c1)N1Cc2cc(Br)ccc2-n2nncc2C1	0.6	.
CCCCn1nnnc1C(c1cccc(OC)c1OC)N1CCC2(CC1)C(=O)NCN2c1ccccc1 (stereo unspecified)	-0.4	.
C[C@@]12CC[C@@H](c3cc4c(cc3C1)OCO4)N2c1ccccc1	3.0	.
O=c1[nH]c2ccccc2n1C1CCN(C(c2nnnn2C2CCCC2)C2CC2)CC1 (stereo unspecified)	0.6	.
COc1cccc(C(c2nnnn2C(C)(C)C)N2CCC3(CC2)C(=O)NCN3c2ccccc2)c1OC (stereo unspecified)	1.8	.
CC(=O)OC1CC2OC3C=C(C)CCC3(C)C1(C)C21CO1 (stereo unspecified)	2.2	.
CCOC(=O)[C@]12Cc3cc(C)ccc3[C@H]1N(C(C)C)C(=O)c1ccccc12	3.1	.
NC(Cc1ccc(F)cc1)c1csc(Nc2ncccn2)n1 (stereo unspecified)	4.2	.
COc1ccc(-n2nnnc2C(c2cccc3ccccc23)N2CCC(n3c(=O)[nH]c4ccccc43)CC2)cc1 (stereo unspecified)	0.8	.
COc1ccc(-n2nnnc2C(CCc2ccccc2)N2CCC3(CC2)C(=O)NCN3c2ccccc2)cc1 (stereo unspecified)	3.4	.
CCOC(=O)CNC(=O)N1Cc2cc(-c3cccc(F)c3)ccc2-n2nncc2C1	2.4	.

In the list so far, these have a tert-butyl group.
SMILES	phage Ecoli inh	PfHsp90 set2
CC(C)(C)C(=O)N1Cc2cc(-c3ccccc3)ccc2-n2nncc2C1	1.2	.
CC(C)(C)C(=O)N1Cc2cc(N3CCOCC3)ccc2-n2nncc2C1	2.7	.
CCC(c1nnnn1C(C)(C)C)N1CCC2(CC1)C(=O)NCN2c1ccccc1 (stereo unspecified)	1.2	.
COc1cccc(C(c2nnnn2C(C)(C)C)N2CCC3(CC2)C(=O)NCN3c2ccccc2)c1OC (stereo unspecified)	1.8	.

Other results.
SMILES	phage Ecoli inh	PfHsp90 set2
O=c1[nH]c2ccccc2n1C1CCN(C(CCc2ccccc2)c2nnnn2C2CCCC2)CC1 (stereo unspecified)	2.3	.
COc1cccc(C(c2nnnn2C2CCCC2)N2CCC3(CC2)C(=O)NCN3c2ccccc2)c1OC (stereo unspecified)	3.1	.
O=S1(=O)NCC2(CC2)CN1Cc1ccccc1	2.8	.
Oc1cc(Cl)c(Cl)cc1Cl	0.0	.
CCc1cc(OC)c(CCN)cc1OC	4.8	.
COC(=O)CN(CCCl)P1(=O)OCCCN1CCCl (stereo unspecified)	2.1	.
COc1ccc(C(c2nnnn2-c2c(C)cccc2C)N2CCC3(CC2)C(=O)NCN3c2ccccc2)cc1 (stereo unspecified)	3.7	.
O=C(Cc1c(-c2ccccc2)nc2ccc(Br)cn12)N1CCCC1	1.5	.
O=C1NCN(c2ccccc2)C12CCN(C(c1ccnc3ccccc13)c1nnnn1C1CCCC1)CC2 (stereo unspecified)	0.1	.
O=C(CCc1ccccc1)N1Cc2cc(N3CCCCC3)ccc2-n2nncc2C1	1.1	.
O=C(Nc1ccc(C(=O)O)cc1)Oc1ccc(N(CCCl)CCCl)cc1	2.8	.
CC(C)C[C@H]1COc2cc(N3CCN(C)CC3)ccc2S(=O)(=O)N1	-0.9	.
COc1ccc(CCN)cc1S(N)(=O)=O	3.4	.
CCOC(=O)[C@]12Cc3cc(OC)ccc3[C@H]1N(CC(=O)OC)C(=O)c1cc(OC)ccc12	1.5	.
Cc1ccc(C(O)(C(=O)OC(C)C)C(O)c2ccccc2)cc1 (stereo unspecified)	-1.4	.

Of the compounds above, these contain a COOH group.
SMILES	phage Ecoli inh	PfHsp90 set2
O=C(O)c1cc(S(=O)(=O)N2CC3CC(C2)c2cccc(=O)n2C3)ccc1F (stereo unspecified)	1.1	.
C/C=C1\NC(=O)[C@H](C)NC(=O)[C@@H](NC(=O)[C@H](Cc2ccc(O)cc2)NC(=O)[C@@H](NC(=O)/C(C)=C/C)C(C)C)[C@@H](C)OC(=O)[C@H](CCCc2ccc(O)cc2)NC(=O)[C@@H](CCC(=O)O)NC1=O	1.5	.
O=C(Nc1ccc(C(=O)O)cc1)Oc1ccc(N(CCCl)CCCl)cc1	2.8	.

The listing continues:
SMILES	phage Ecoli inh	PfHsp90 set2
Cc1cccc(C)c1-n1nnnc1C(c1ccnc2ccccc12)N1CCC2(CC1)C(=O)NCN2c1ccccc1 (stereo unspecified)	1.4	.
O=NN(CCF)C(=O)NC1CCC(=O)NC1=O (stereo unspecified)	6.9	.
N#Cc1ccc(NC(=S)N2Cc3cc(Br)ccc3-n3nncc3C2)cc1	0.3	.
CCC(c1nnnn1-c1ccc2c(c1)OCCO2)N1CCC2(CC1)C(=O)NCN2c1ccccc1 (stereo unspecified)	2.3	.

Individual results from the results shown.
Value for Cc1cccc(C)c1-n1nnnc1C(c1ccnc2ccccc12)N1CCC2(CC1)C(=O)NCN2c1ccccc1 (stereo unspecified) under phage Ecoli inh: 1.4
Value for CCC(c1nnnn1-c1ccc2c(c1)OCCO2)N1CCC2(CC1)C(=O)NCN2c1ccccc1 (stereo unspecified) under phage Ecoli inh: 2.3
